GalR3 antag – blocks the human galanin receptor 3; HEK293 GalR3-CNG cAMP membrane potential fluorescence; galR3 body fused to GalR1 C-terminus; inhibition, % at 3 µM; 360,000 compounds, 0.44% hits;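 active = inhibition above the screen-wide average plus 3 SD, cut at about 13% in these data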;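 also: forskolin and galanin both at EC90 stimulate the cells; cAMP rise reported by CNG channel membrane potential dye signal; 0% = forskolin plus galanin with DMSO and 100% = forskolin alone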
Target sequence (O60755 1-299 limits assumed): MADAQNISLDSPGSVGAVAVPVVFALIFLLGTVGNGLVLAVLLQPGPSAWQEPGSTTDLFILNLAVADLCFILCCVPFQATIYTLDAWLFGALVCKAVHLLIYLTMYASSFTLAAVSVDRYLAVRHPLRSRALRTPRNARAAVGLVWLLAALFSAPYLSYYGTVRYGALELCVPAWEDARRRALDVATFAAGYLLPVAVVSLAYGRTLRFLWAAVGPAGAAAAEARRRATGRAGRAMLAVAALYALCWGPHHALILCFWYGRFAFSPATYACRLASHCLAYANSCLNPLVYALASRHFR
* hit, by the source's call.

SMILES	GalR3 antag
COc1ccc(-c2cnc3c(c2)C(=O)N([C@H](C)CO)C[C@@H](C)[C@@H](CN(C)C(=O)NC2CCCC2)O3)cc1	-5
O=C(NC(c1ccccc1)c1ccc2ccccc2n1)C1CCN(CCOc2ccc(Cl)cc2Cl)CC1 (stereo unspecified)	-6
C[C@H](CO)N1C[C@H](C)[C@@H](CN(C)C(=O)NC2CCCC2)Oc2cc(Br)ccc2S1(=O)=O	-6
CC(=O)N1C[C@@H](CO)[C@@H](N(C)C(=O)C(C)(C)C)C[C@H]1c1ccccc1Br	-4
O=C(NCCCN1CCCC1=O)c1cc(S(=O)(=O)N2CCOCC2)c(Cl)cc1Cl	-1
O=C(Nc1ccc([N+](=O)[O-])cc1)c1cccc([N+](=O)[O-])c1	-6
Cc1ccc(C)c(NC(=O)CC2Sc3ccccc3NC2=O)c1 (stereo unspecified)	-8
C[C@@]12C(C[C@H](O)[C@@]34C[C@@H](CCC13)[C@@H](CO)C4=O)[C@](C)(C(=O)O)CC[C@@H]2O (stereo partly specified)	-3
CCOC(=O)C1=CC[C@@H](c2ccccc2)N(S(=O)(=O)c2ccc(C)cc2)[C@H]1c1ccccc1C	-8
O=C(C(=O)N1CCN(S(=O)(=O)c2ccc(C(F)(F)F)cc2)CC1)c1cccc(C(F)(F)F)c1	-8
CCOC(=O)C1=CCN(S(=O)(=O)c2ccccc2Cl)C1c1ccc(Cl)c(Cl)c1 (stereo unspecified)	-4
O=C(Nc1ccccc1)OCCc1ccccn1	-6
Cc1noc(C)c1-c1ccc(C(=O)NCc2cccnc2)c2occc12	-3
CC(=O)NCCNc1nc2cc(-c3cc(F)ccc3C)sc2c(=O)n1C	-3
Nc1ncnc2c1ncn2[C@@H]1O[C@H](C(=O)N2CCC[C@@H]2C(=O)OCc2ccccc2)[C@@H](O)[C@H]1O	1
CCc1nc2ccc(C(=O)NCc3ccccc3OC)cn2c1N(CC)CCN(C)C	0
CO[C@@H]1CN(C)C(=O)c2cc(NC(=O)Nc3ccc(Cl)cc3)ccc2OC[C@H](C)NC[C@H]1C	-4
COC(=O)Cc1nnn2c1[C@H](C)[C@H](c1ccccc1[N+](=O)[O-])OCC2	-6
Nc1nc(N=Nc2ccc(O)cc2)cc(=O)[nH]1	-5
CCCCCCCCN1C(=O)[C@@H](CC(=O)NCC23CC4CC(CC(C4)C2)C3)C[C@@]2(C(=O)OC)C1=C[C@H](C1CCCC1)O[C@@H]2C	-7
Oc1ccc(Cl)cc1C=NN1CCCCCC1	-5
Nc1nc(=O)c2ccccc2s1	-2
CC1Cc2[nH]c(=S)[nH]c(=O)c2C(C(C)C)O1 (stereo unspecified)	-6
CN(C)S(=O)(=O)n1cc(/C=C(\NC(=O)c2ccccc2F)C(=O)N2CCCCC2)c2ccccc21	-9
Cc1ccc(S(=O)(=O)N2CCN(C(=O)[C@H](Cc3ccccc3)NC(=O)c3ccco3)CC2)cc1	-7
SMILES	GalR3 antag
Cc1ccnc(Nc2cccnc2)n1	-1
COc1ccccc1-n1nnnc1SCC(=O)NCC1(N2CCCCC2)CCCCC1	-4
NC(=O)C1CCCN(C(=O)c2[nH]c(C(F)(F)F)nc2-c2ccccc2)C1 (stereo unspecified)	-5
CCOC(=O)C1CCCN(C(=O)c2sc(-c3ccccc3)nc2C)CC1 (stereo unspecified)	-6
CCOC(=O)C1CC2=C(CC(C)(C)CC2=O)N(CCOC)C1=O (stereo unspecified)	-5
CC(C)C[C@H]1CNC(=S)N1C[C@H]1CCCN1C[C@H](CC(C)C)N1C[C@H](Cc2ccccc2)N(CCc2ccccc2)C1=S	-5
Cc1ccc(C2c3c(n[nH]c3C)C(=O)N2c2ccccc2)cc1 (stereo unspecified)	-5
Cc1oc(=O)cc(OCc2ccccc2)c1C	-1
O=C(Nc1ccc(OCCO)cc1)c1csc([C@H]2C[C@H](O)[C@@H](CO)O2)n1	-7
CCOC(=O)CNC(=O)N(C)[C@H]1C[C@H]2c3[nH]c4ccccc4c3CCN2C(=O)[C@H]1[C@H](C)O	-6
CCCCN1C(=O)C(CC(=O)NC2CC2)CC(C(=O)N(C(C)C)C(C)C)=C1C (stereo unspecified)	-4
Cc1ccc(CSc2ccc(S(=O)(=O)N3CCCCC3)cn2)cc1	-2
COc1ccc(-c2cc(C(=O)N(C)CC(=O)Nc3ccccc3C(F)(F)F)c3ccccc3n2)cc1OC	-8
CC(C)(C)S(=O)N1Cc2cc(C(=O)NCc3ccc4c(c3)OCO4)nc(-c3cccc(-c4cc5ccccc5o4)c3)c2[C@@H]1CCO (stereo partly specified)	1
CC1(C(=O)NCc2ccco2)Cc2c(-c3ccccc3)ccnc2O1 (stereo unspecified)	-2
COCCN(C(=O)COC(=O)/C=C/c1ccc(Cl)c(Cl)c1)c1c(N)n(Cc2ccccc2)c(=O)[nH]c1=O	-2
CC12CCC3C(C1)C(C(=O)O2)C(=O)OC3(C)C (stereo unspecified)	-6
O=C(SCc1c(O)c2ccccc2oc1=O)c1ccccc1	-6
CC(O)(c1ccncc1)c1nc(-c2cccc(C(F)(F)F)c2)cs1 (stereo unspecified)	-7
COc1ccc(NC(=O)c2cc(C3CCCCN3C(=O)C3CC3)on2)c(C)c1 (stereo unspecified)	-3
S=C(NCCCN1CCOCC1)NN=C1c2ccccc2-c2ccccc21	-9
CC1(Oc2cccc(C#N)c2)CCN(Cc2csc3ccccc23)C1 (stereo unspecified)	-2
O=S1(=O)CCOC(CO)CN1Cc1ccc(Cl)c(Cl)c1 (stereo unspecified)	-2
Cc1cc(Br)cn2c(Cc3ccccc3)c(-c3cccc(Cl)c3)nc12	-2
CCOCc1c(C(=O)N2CCN(CC(=O)Nc3ccc(F)cc3)CC2)oc2ccccc12	-2
SMILES	GalR3 antag
Nc1ccc(CSc2ccc(Cl)cc2)c(Cl)c1	-3
O=C(N[C@H](C(=O)N1CCC[C@H]1C(=O)NC1CCCC1)c1ccccc1)C1CCCC1	3
O=C(Cc1cccc(NC(=O)C2CCN(C(=O)C3CCCC3)CC2)c1)Nc1cccc(C(=O)N2CCCCC2)c1	-5
Cc1ccc(N2CC(C(=O)Nc3cc(S(=O)(=O)N4CCCCC4)ccc3C)CC2=O)cc1 (stereo unspecified)	-3
COCCCN1C(=O)C(CC(=O)NCCCN(C)C)CC(C(=O)N2CCCCCC2)=C1C (stereo unspecified)	-5
C=CCNc1cccc2c1S(=O)(=O)N[C@@H](C)CO2	-4
Cc1cc2c(cc1C)-c1nnnn1C(N1CCCCC1)C(=O)N2 (stereo unspecified)	-7
C[C@@H]1O[C@H](CCc2cccc(Cl)c2)CC2=C1C(=O)OC(C)(C)O2	-10
CCOC(=O)C1CSCCS(=O)(=O)N1Cc1cccc(Cl)c1 (stereo unspecified)	-6
N#CCC1(O)C(=O)N(Cc2ccccc2)c2ccccc21 (stereo unspecified)	-1
CCOC(=O)/C=C/c1cccc(C)c1O	-5
CCCCc1nc2ccc(F)cc2cc1C	-2
COc1ccc(S(=O)(=O)N2CCCCC2)cc1NC(=O)Cc1ccc(Br)cc1	-2
O=C(O)CC/C(=C/c1cccc(NC(=O)c2ccccc2Cl)c1)c1nc2ccccc2s1	-6
Oc1ccc(C[C@H]2CN([C@@H](Cc3ccccc3)CN3CCCC3CN3C(=S)NC[C@@H]3Cc3ccccc3)C(=S)N2CCc2ccccc2)cc1 (stereo partly specified)	-5
CCCCN1CC(COCc2ccccc2)Oc2cccc(NCc3cc(OC)c(OC)c(OC)c3)c2S1(=O)=O (stereo unspecified)	-2
CCN1CCN(C(C(=O)NC2CCCCC2)c2ccnc3ccccc23)CC1 (stereo unspecified)	0
CCNC(=O)C1(C)CCCN(Cc2ccccc2-c2ccccc2)C1 (stereo unspecified)	-10
CNC(=O)C1Cc2c(-c3ccccc3Oc3ccccc3)ccnc2O1 (stereo unspecified)	-5
COCOCCn1cc(CN2CCS(=O)(=O)N(Cc3ccc(-c4ccc(OC)cc4)cc3)C(CC(C)C)C2=O)nn1 (stereo unspecified)	-5
NC(=O)c1ccsc1NC(=O)COC(=O)CCc1ccccc1	-4
COc1ccc(S(=O)(=O)N2CCCCC2c2cc(C(=O)NCc3cccnc3)no2)cc1 (stereo unspecified)	1
COc1cc(CCc2ccccc2)c(C(=O)O)c(O)c1C/C=C(/C)CCC=C(C)C	-6
COC(=O)c1cc(C)nc(Nc2nc(C(N)Cc3ccc(F)cc3)cs2)n1 (stereo unspecified)	-8
O=C(NC1CCCC1)C1C(c2ccccc2)=Nc2ccccc2N1C(=O)c1ccc(C(F)(F)F)cc1 (stereo unspecified)	-8
SMILES	GalR3 antag
O=C(NCCc1ccccc1)c1cccc(NC(=O)C2CCC2)c1	-4
CC(C)N(C)c1ncnc2c1ncn2[C@H]1CN(Cc2ccco2)C[C@@H](CO)O1	-7
COc1ccc(-c2nn(-c3ccccc3)cc2CNC[C@H]2O[C@@H](n3cnc(C(N)=O)n3)[C@H](O)[C@@H]2O)cc1	-7
Cc1ccc(NC(=O)C2(C)CCCN(C(C)C)C2)cc1C (stereo unspecified)	-7
O=C(O)Cc1ccc(NS(=O)(=O)c2ccc3c(c2)OCCO3)cc1	-2
O=C(Nc1c(Cl)c(C2CC2)nn1-c1ccccc1)C(Cl)(Cl)Cl	-6
CCc1nc2c(OCc3ccc(OC(F)F)cc3)cccn2c1N(C)C(=O)c1cccs1	-5
Cc1ccc(C(=O)N2CCc3ccccc32)cc1C	-3
Cc1ccccc1C(=O)OCC(=O)N1CC(=O)Nc2ccccc21	-5
C[C@@H](NCCCn1ccc(NC(=O)OCc2ccccc2)nc1=O)c1cccc2ccccc12	-8
COC(=O)[C@@]12C[C@@H](CC(=O)NCc3ccc(C)o3)C(=O)N(CCc3ccc(OC)c(OC)c3)C1=CCC(C)(C)C2	0
COC(=O)[C@]12C[C@H](CC(=O)NCc3ccccc3)C(=O)N(Cc3ccccc3)C1=C[C@H](C1CCCC1)O[C@@H]2C	-8
Cc1cc(C(=O)N2CCC2(C)C(=O)NS(=O)(=O)c2cccc(Cl)c2)nn1C (stereo unspecified)	-6
CCOC(=O)[C@@H](C)N(C(=O)OC(C)(C)C)S(=O)(=O)N(Cc1ccccc1)[C@H](C(=O)OC)C(C)C	-8
NS(=O)(=O)c1ccc(N2N=C(c3ccccc3)CC2c2ccccc2Cl)cc1 (stereo unspecified)	-4
CCCCn1nnnc1C1(C)CCC(=O)N1CCc1ccccc1F (stereo unspecified)	-8
COc1cc(CNc2ncnc3c2ncn3[C@H]2CN(CCN3CCOCC3)C[C@@H](CO)O2)cc(OC)c1OC	-9
Cc1cc(Br)cn2c(Cc3ccsc3)c(C(C)(C)C)nc12	1
O=C(NOCc1ccccc1)OCc1ccccc1	-2
C=CCn1c(C)nnc1SCC(=O)c1c(N)n(C2CC2)c(=O)[nH]c1=O	-1
CCN(CC)CCn1c2c(c(SCC(=O)Nc3cccc(C(C)=O)c3)nc1=O)CCCC2	-2
COC(=O)[C@H](CC(C)C)NS(=O)(=O)c1ccc(F)cc1Br	-4
c1ccc(-c2ccc3nncn3c2)cc1	-6
COc1ccc(C2=Nc3ccccc3N(C(=O)c3ccc4c(c3)OCO4)C2C(=O)NCc2ccccc2)cc1 (stereo unspecified)	-9
Cc1cc2nc(-c3ccc(F)cc3)c(Cc3ccsc3)n2c(C)c1Br	-6

3 entries from above in another layout:
| Molecule | GalR3 antag |
| --- | --- |
| CCCCn1nnnc1C1(C)CCC(=O)N1CCc1ccccc1F (stereo unspecified) | -8 |
| COc1cc(CNc2ncnc3c2ncn3[C@H]2CN(CCN3CCOCC3)C[C@@H](CO)O2)cc(OC)c1OC | -9 |
| Cc1cc(Br)cn2c(Cc3ccsc3)c(C(C)(C)C)nc12 | 1 |

The listing picks up; the 7 compounds before the break are reprinted first.
SMILES	GalR3 antag
O=C(NOCc1ccccc1)OCc1ccccc1	-2
C=CCn1c(C)nnc1SCC(=O)c1c(N)n(C2CC2)c(=O)[nH]c1=O	-1
CCN(CC)CCn1c2c(c(SCC(=O)Nc3cccc(C(C)=O)c3)nc1=O)CCCC2	-2
COC(=O)[C@H](CC(C)C)NS(=O)(=O)c1ccc(F)cc1Br	-4
c1ccc(-c2ccc3nncn3c2)cc1	-6
COc1ccc(C2=Nc3ccccc3N(C(=O)c3ccc4c(c3)OCO4)C2C(=O)NCc2ccccc2)cc1 (stereo unspecified)	-9
Cc1cc2nc(-c3ccc(F)cc3)c(Cc3ccsc3)n2c(C)c1Br	-6
COc1ccc(C(O)c2nc(-c3cccc(CO)c3)cs2)cc1 (stereo unspecified)	1
CCN(C(=O)COC(=O)c1cccc(C)c1[N+](=O)[O-])c1c(N)n(Cc2ccccc2)c(=O)[nH]c1=O	3
CC1(C(=O)NS(=O)(=O)c2ccc(Cl)s2)CCN1C(=O)C1(c2ccc(Cl)cc2)CCC1 (stereo unspecified)	0
Cc1ccc(CN2CCC[C@]3(N[C@H](c4ccccc4)[C@@H]4C(=O)N(C)C(=O)[C@@H]43)C2=O)cc1	-7
O=C(O)C1C=CC(C(=O)O)c2ccccc21 (stereo unspecified)	-6
Cc1cccc(S(=O)(=O)NC(=O)C2(C)CCN2C(=O)c2ccccc2)c1 (stereo unspecified)	-5
S=C(NCCCc1cnc[nH]1)NCCCN(Cc1ccc(Cl)c(Cl)c1)c1ccc(Br)cn1	-4

Sorted by formula weight (highest first): part of the list above.
SMILES	GalR3 antag
S=C(NCCCc1cnc[nH]1)NCCCN(Cc1ccc(Cl)c(Cl)c1)c1ccc(Br)cn1	-4
CC1(C(=O)NS(=O)(=O)c2ccc(Cl)s2)CCN1C(=O)C1(c2ccc(Cl)cc2)CCC1 (stereo unspecified)	0
CCN(C(=O)COC(=O)c1cccc(C)c1[N+](=O)[O-])c1c(N)n(Cc2ccccc2)c(=O)[nH]c1=O	3
Cc1ccc(CN2CCC[C@]3(N[C@H](c4ccccc4)[C@@H]4C(=O)N(C)C(=O)[C@@H]43)C2=O)cc1	-7

High-throughput results: PubChem, The Scripps Research Institute Molecular Screening Center

A portion of the library; the hit share may differ from the screen's.
